TCR-CD3 inh: inhibitors of human TCR-CD3 interaction; TAMRA-labeled TCR probe fluorescence, biochemical; inhibition, % at 9.4 µM; 360,000 compounds, 0.37% hits; in the data active means inhibition above about 19%;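 further: recombinant mutant TCR 2C K166C tagged with TAMRA read by polarization; 0% = receptor in buffer alone and 100% = receptor with positive control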
mABHD4 FP: ABHD4 (mouse) inhibition, primary FP screen; inhibition, % at 8.92 µM; 370,000 compounds, 0.54% hits; AID 720543; Q8VD66; purified mABHD4, FP-Rh probe fluorescence polarization;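 active means inhibition exceeding the mean over every tested compound plus 3 SD, cut at about 30% in these data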;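 further: 0% = plate median of compound wells and 100% = S159A mutant with DMSO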
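System: mouse ABHD4 enzyme, wild type / Medium: HEPES pH 7.0, NaCl, Pluronic buffer / Reagent: FP-Rh activity-based fluorescent probe / Control set: S159A mutant high control, sample median low control / Detection: fluorescence polarization with parallel and perpendicular emission, 525/598 nm / Schedule: 45 min + 60 min at 25 °C / Compound dosing: 8.92 µM, single dose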
SIAE inh: blocks human sialic acid acetylesterase; inhibition, % at 9.66 µM; SIAE FP-Rh probe binding, fluorescence polarization; Q9HAT2; AID 1053197; 370,000 compounds, 0.69% hits;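 active means inhibition above a cutoff: mean of compounds within the control limits plus 3 SD of those, cut at about 17% in these data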;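 further: 0% = plate median of compound wells and 100% = probe without SIAE protein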
LEDGF integ inh: blocks HIV-1 LEDGF/p75-dependent DNA integration | TR-FRET IN-LEDGF/p75 DNA integration, Eu/Cy5 | inhibition, % at 3.7 µM | 370,000 compounds, 0.64% hits;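 active means inhibition above the screen-wide mean plus 3 SD, cut at about 13% in these data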;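 further: signal is the Cy5 over europium emission ratio at 671 and 618 nm; 0% = plate median of compound wells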
NPR2 activator: GC-B (human) receptor activation | HEK293-GC-B cells, CNP EC30, cGMP TR-FRET; 0% at EC30 CNP, 100% saturating CNP | activation, % at 10 µM | P20594 | 370,000 compounds, 0.11% hits;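 active means activation at 10 µM reaching about 35% in either raw or pattern-adjusted values, limit read from the data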
TDP2 inh: TDP2 (human) inhibition, absorbance primary screen. inhibition, % at 12.8 µM. recombinant TDP2, T5PNP hydrolysis, p-nitrophenol absorbance 415 nm. 370,000 compounds, 0.34% hits. O95551;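 active means inhibition above the mean of all tested compounds plus 3 SD, set per campaign, cut at about 25% in these data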;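 further: 0% = DMSO with enzyme and 100% = buffer with substrate but no TDP2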
Target sequence (O95551 whole entry, looked up): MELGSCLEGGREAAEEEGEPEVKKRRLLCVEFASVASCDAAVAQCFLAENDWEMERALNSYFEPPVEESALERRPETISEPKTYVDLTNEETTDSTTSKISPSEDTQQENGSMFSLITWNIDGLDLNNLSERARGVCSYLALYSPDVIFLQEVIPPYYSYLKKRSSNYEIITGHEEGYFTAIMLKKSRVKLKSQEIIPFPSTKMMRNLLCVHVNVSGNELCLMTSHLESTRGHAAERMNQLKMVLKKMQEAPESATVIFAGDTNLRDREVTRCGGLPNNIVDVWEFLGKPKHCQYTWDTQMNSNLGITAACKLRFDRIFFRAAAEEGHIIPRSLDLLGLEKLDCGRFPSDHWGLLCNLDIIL
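Test system: Human TDP2 enzyme | Reagent: 5 mM T5PNP | Compound dosing: 12.8 µM single point, 1% DMSO | Incubation: Enzyme reaction with compound for 2 h at 37 °C | Technique: p-Nitrophenol epi absorbance | Read-out: % inhibition relative to enzyme-containing and enzyme-free wells | Benchmarks: High control without enzyme, low control DMSO plus TDP2 | Replicates: Singlicate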
rCAG binder: binds r(CAG) RNA repeats. r(CAG) RNA repeat, TO-PRO-1 dye displacement fluorescence. inhibition, % at 3 µM. 370,000 compounds, 1.3% hits. AID 651821;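 active means inhibition above the plate cutoff, the mean of all test compounds on that plate plus 3 SD, cut at about 35% in these data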;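 further: 0% = DMSO alone and 100% = 100 µM mitoxantrone as full dye displacement; higher means more dye released from RNA so lower well fluorescence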
HTRA1 inhibitor: HTRA1 (human) protease inhibition; AID 504803; inhibition, % at 5.96 µM; 340,000 compounds, 0.5% hits; recombinant HTRA1, FP-rhodamine activity-based probe, fluorescence polarization; Q92743; in the data active means inhibition above about 36%;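 further: 0% = enzyme with DMSO and 100% = wells lacking enzyme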
Target sequence (Q92743 whole entry, looked up): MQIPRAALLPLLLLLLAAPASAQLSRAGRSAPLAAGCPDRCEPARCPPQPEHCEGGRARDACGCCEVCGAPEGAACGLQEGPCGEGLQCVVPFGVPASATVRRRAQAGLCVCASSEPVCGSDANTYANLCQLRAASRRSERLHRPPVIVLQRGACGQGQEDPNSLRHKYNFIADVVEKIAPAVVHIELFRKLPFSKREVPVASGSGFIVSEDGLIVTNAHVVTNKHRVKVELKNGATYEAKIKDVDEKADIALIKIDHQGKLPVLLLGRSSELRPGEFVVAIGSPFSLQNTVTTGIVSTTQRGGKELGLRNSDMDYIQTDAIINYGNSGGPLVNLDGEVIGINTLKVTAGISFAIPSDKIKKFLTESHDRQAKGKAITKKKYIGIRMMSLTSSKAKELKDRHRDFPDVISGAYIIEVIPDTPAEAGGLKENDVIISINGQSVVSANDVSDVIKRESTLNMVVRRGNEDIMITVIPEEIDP
MBD2 DNA inh: blocks human MBD2 binding to methylated DNA | inhibition, % at 4.4 µM | 370,000 compounds, 0.31% hits | Q9UBB5 | TR-FRET, MBD2 binding to methylated oligonucleotide | AID 686964; in the data active means inhibition above about 13%
PRMT1 FP inh: PRMT1 (human) inhibition, primary screen; Q99873; recombinant PRMT1, activity-based probe fluorescence polarization; inhibition, % at 2.79 µM; 370,000 compounds, 1.3% hits; AID 652257;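 active means inhibition above about 21% made by adding two undisclosed values, limit read from the data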
An asterisk follows results filed as active; nt = not tested or not shown. A portion of the library; the hit share may differ from the screen's.

SMILES | TCR-CD3 inh | mABHD4 FP | SIAE inh | LEDGF integ inh | NPR2 activator | TDP2 inh | rCAG binder | HTRA1 inhibitor | MBD2 DNA inh | PRMT1 FP inh
Cc1ccc(CN2CCNC(=O)C2CC(=O)O)o1 (centres undefined) | 4 | 10 | 7 | -5 | 8 | 0 | 3 | 9 | 3 | 3
COC(=O)C1ON2OC(C(=O)OC)C(C(=O)OC)C2C1CC(C)=O (centres undefined) | -2 | 9 | -5 | -2 | 0 | 10 | 1 | 1 | -4 | 1
Cc1ccc(S(=O)(=O)N2CCC(C(=O)NNC(=O)c3ccncc3)CC2)cc1 | 0 | -2 | 3 | 6 | 0 | -4 | 0 | 4 | 2 | -4
N#CC(C#N)=C1C=CC=CN1/C(=C\c1ccco1)C(=O)c1ccc(-c2ccccc2)cc1 | 3 | -3 | -1 | 5 | -2 | 10 | 18 | -23 | -3 | 3
CC1COc2ccccc2N1C(=O)c1ccc(Cl)cc1 (centres undefined) | 4 | 6 | 10 | 0 | -2 | 11 | -4 | 6 | -2 | -1
COc1cc(SC)ccc1C(=O)Nc1ncc(Cl)cc1Cl | -2 | 0 | 2 | 1 | -7 | -1 | -1 | 2 | 3 | 2
CCOC(=O)c1c(CC(C)C)csc1/N=C/C1C(=O)CCCC1=O | -6 | -29 | -1 | 3 | 0 | -4 | 2 | 13 | 1 | 1
Fc1ccc(CN2CCCCCCC2)c(F)c1 | 0 | -3 | -6 | 4 | 5 | -10 | -1 | 4 | -1 | -1
CN(C)CCn1c(=S)[nH]c2ncccc2c1=O | 2 | -2 | -7 | 0 | 1 | 3 | -1 | 2 | -3 | 0
Cc1ccc(NC(=O)CSc2nnc(-c3cnccn3)n2C)cc1C | 2 | -8 | -1 | -3 | 1 | -18 | 4 | 3 | 1 | 3
O=C(CCCCCN1C(=O)CCC1=O)Nc1ncn[nH]1 | 4 | 9 | 4 | -1 | 6 | 8 | 0 | 4 | 2 | 0
Cn1c(=O)cc(OCC(=O)NCCCN2CCN(c3ccccc3F)CC2)c2ccccc21 | -2 | 6 | 2 | -1 | 2 | 10 | -8 | -1 | 3 | 2
CN1C2=C(C#N)C(c3ccccc3)(C(F)(F)F)NC(=O)N2c2ccccc21 (centres undefined) | -1 | -3 | 2 | 4 | -5 | 9 | -3 | 0 | 1 | 3
O=C(NNC(=O)c1ccncc1)Nc1cc(Cl)ccc1Cl | 6 | 3 | 9 | -2 | 1 | -5 | 11 | 5 | -3 | 0
COc1ccc(OC)c(NC(=O)CSc2nccn2Cc2ccco2)c1 | -1 | 4 | -1 | -4 | -16 | -14 | -2 | -2 | -1 | 7
Cn1cccc1/C=C1\SC(=S)N(CC(=O)O)C1=O | 1 | -6 | 2 | 1 | -1 | -1 | -14 | -2 | -17 | -2
Cc1noc(C)c1S(=O)(=O)Nc1ccc(C#N)cc1 | 6 | 0 | 0 | -4 | 0 | 10 | 1 | -2 | -3 | 1
CCn1c(=O)cc(OCC(=O)NCCCN2CCN(c3cccc(Cl)c3)CC2)c2ccccc21 | 4 | 2 | 8 | 1 | -6 | 9 | -9 | 2 | 3 | -4
O=C(NCC(c1ccccc1Cl)N1CCCC1)C1CCN(C(=O)Nc2ccccc2)CC1 (centres undefined) | 7 | 3 | 0 | -2 | -4 | -2 | 3 | -3 | -4 | -2
O=C(CSc1ccccc1)Nc1cccc(S(=O)(=O)N2CCOCC2)c1 | -14 | -8 | -7 | 5 | 7 | -19 | 4 | -1 | -6 | 0
COc1ccc(C(=O)/C=C/c2ccc(OC3CSC3)cc2)cc1OC | 0 | -3 | -9 | -2 | -11 | 2 | 1 | -33 | -1 | 2
O=C(Nc1ccc(C(=O)N2CCCC(CO)C2)cc1)c1ccc(Br)o1 (centres undefined) | 4 | 7 | -3 | 1 | 0 | -4 | 1 | -7 | 3 | 1
Cc1ccc(CNc2ccc(N3C(=O)CC(C)C3=O)cc2[N+](=O)[O-])cc1 (centres undefined) | 2 | 4 | 3 | -1 | 3 | 9 | -1 | -1 | -4 | 0
O=C(COc1ccc(Cl)cc1Cl)Nc1ccccc1NS(=O)(=O)c1cccs1 | 6 | -1 | -2 | 4 | -2 | -2 | 25 | 8 | -5 | -2
C=CCn1c(SCC(=O)N(C)C2CCCCC2)nnc1C1CC1 | -6 | 1 | -3 | 2 | 1 | 4 | 2 | 7 | 1 | -1
COC(=O)C[C@@H]1C=C[C@@H](NC(=O)c2ccccc2F)[C@@H](CO)O1 | -10 | 5 | 1 | -2 | 1 | -2 | 0 | nt | 9 | -2
COCc1c(C(=O)N2CCN(Cc3ccc(C#N)cc3)CC2)oc2ccccc12 | 7 | 0 | 2 | -8 | 0 | -16 | 3 | -4 | 0 | 5
CC(COc1ccccc1C#N)CN1CCC(C(O)(c2ccccc2)c2ccccc2)CC1 (centres undefined) | nt | 8 | -2 | -1 | -15 | -3 | 3 | nt | -3 | -1
Cc1noc2ncnc(N3CCN(c4ccc(F)cc4)CC3)c12 | 12 | 0 | 4 | 5 | nt | 2 | -2 | 7 | -2 | -2
COc1c(Cl)ccc(Cl)c1C(=O)NC(=S)N1CCOCC1 | -7 | -4 | -2 | -1 | 3 | -12 | 3 | 4 | 2 | 2
CCOC(=O)c1cc(-c2ccc(OC)cc2OC)nn1-c1ccc(C(=O)O)cc1 | -2 | 4 | 0 | -4 | 5 | 5 | 13 | -3 | 4 | 4
CC(C)Oc1ccc(F)cc1-c1cc(C(=O)NC2CCCCC2)[nH]n1 | -3 | -10 | -5 | 1 | -4 | 2 | -1 | nt | -6 | -9
CC(C)CNc1ncnc2c1cnn2Cc1ccccc1Cl | 1 | 10 | 6 | -4 | 0 | 10 | 0 | -3 | -5 | 2
Cc1occc1C(=O)O/N=C(\N)c1ccccc1 | 10 | -2 | -5 | -2 | -4 | 12 | 0 | nt | 4 | 3
CC(C)CCNC(=O)C1CCN(S(=O)(=O)c2ccc(-n3cnnn3)cc2)CC1 | -2 | -2 | -5 | 2 | 3 | 10 | -1 | -7 | -4 | -4
O=C(CS(=O)(=O)c1ccccc1)Nc1nc(-c2ccc(F)cc2)cs1 | 6 | -8 | -7 | 0 | -10 | -17 | 13 | -9 | -1 | -2
CC(C(=O)Nc1nccs1)N1C(=O)c2ccccc2S1(=O)=O (centres undefined) | 1 | -3 | -5 | 1 | 4 | 9 | 1 | 0 | -1 | 7
CC(=O)c1cnc(Nc2ccc(C)cc2)s1 | 6 | -1 | 3 | 1 | 3 | 11 | 0 | 1 | -8 | 1
CCCNC(=O)CN(c1ccccc1)S(=O)(=O)c1ccc(OC)c(OC)c1 | -2 | 3 | 0 | 2 | 1 | -3 | -8 | 0 | 2 | -2
O=[N+]([O-])c1ccccc1N=Nc1c(O)[nH]c2ccc(F)cc12 | 1 | 3 | 1 | -3 | 11 | 2 | 5 | 2 | -1 | 0
CCCCCCCCCCSc1n[nH]c(NC(C)=O)n1 | 1 | 5 | 4 | 1 | nt | -3 | 2 | 3 | -4 | -2
COc1cc([N+](=O)[O-])cc(/C=N/NC(=O)C(O)(c2ccccc2)c2ccccc2)c1O | -11 | 9 | 9 | -8 | -2 | -13 | 38* | 16 | -6 | 1
CCn1c(=O)cc(SCC(=O)N(C)Cc2ccccc2)c2ccccc21 | 9 | -2 | 1 | -2 | -1 | -9 | -10 | 2 | 1 | 0
C=CCn1c(N)cc(=O)nc1SCC(=O)Nc1ccc(C(=O)OCC)cc1 | 4 | -1 | -5 | -1 | 2 | 7 | 2 | 3 | 3 | 8
COc1ccc(S(=O)(=O)N/N=C(/C)c2cccc(NC(=O)c3ccccc3Cl)c2)cc1 | 6 | -12 | -8 | -1 | -2 | 5 | 9 | -8 | -5 | 2
O=C(C[C@H]1C(=O)N(CCc2ccccc2)C[C@@H]1Cc1ccccc1)Nc1ccccc1 | -4 | -1 | -3 | 1 | -6 | -6 | -2 | -26 | 3 | -1
Cn1c(C(=O)OC(C(=O)NC2CCCCC2)c2ccccn2)cc2sccc21 (centres undefined) | 4 | 4 | 2 | -7 | -4 | -4 | -7 | -6 | -6 | -1
O=C(CCCc1nc2ccccc2s1)NC1CCOC1=O (centres undefined) | 13 | -1 | 1 | 0 | -4 | -1 | -3 | 6 | 2 | -2
COc1ccccc1C(=O)Oc1ccc2c(c1)O/C(=C\c1ccncc1)C2=O | -1 | 4 | 1 | 3 | -6 | -2 | -11 | -5 | -7 | 38*
O=C(NC1CC1)c1cc(=O)c2ccccc2o1 | -2 | 1 | 0 | 0 | -1 | 8 | 1 | 9 | 3 | -1
O=C(NC(=S)N1CCc2ccccc21)c1ccc(Br)o1 | 5 | -3 | -3 | 1 | 0 | -6 | 4 | -1 | 3 | 4
COc1ccc2ccccc2c1CN1CCN(C(=O)c2ccccc2)CC1 | -1 | -4 | 5 | 2 | -6 | -10 | -6 | -10 | 2 | 0
COc1ccc(CCNC(=O)c2c(C)nn(-c3ccccc3)c2Cl)cc1OC | -6 | 0 | 3 | -2 | -2 | -5 | -5 | -4 | 2 | 3
COCCCN1C(=O)C(=O)/C(=C(/O)c2ccc(S(=O)(=O)N3CCCCC3)cc2)C1c1ccc(O)c(OC)c1 (centres undefined) | 3 | -1 | 6 | 4 | -1 | 1 | 7 | 4 | -5 | -1
CCCN(CCC)C(=O)c1cc([N+](=O)[O-])cc2c1-c1ccc([N+](=O)[O-])cc1C2=C(C#N)C#N | -4 | 7 | 2 | 1 | -1 | -4 | 10 | nt | 0 | 3
CCOC(=O)c1[nH]c2c(c1C)C(=O)CC(c1ccc(N(C)C)cc1)C2 (centres undefined) | 6 | 5 | 5 | 3 | -4 | 9 | 6 | -8 | -4 | -3
CCOc1ccc(N(CC(=O)N2CCCCC2)S(=O)(=O)c2ccc(Cl)cc2)cc1 | 0 | -1 | 11 | -1 | -2 | 0 | -7 | -7 | 2 | -3
CN(C)CC#Cc1cncc(C(=O)NNC(=O)Nc2ccc(Cl)cc2)c1 | 3 | 3 | 1 | -1 | 1 | 4 | 8 | 4 | 0 | 0
Cc1cc(C(=O)CSc2nnc(-c3ccccc3)n2C)c(C)n1C | 1 | -4 | 6 | 2 | -3 | 7 | 0 | 2 | -4 | 0

Whole records, looked up by structure. Order of values: TCR-CD3 inh | mABHD4 FP | SIAE inh | LEDGF integ inh | NPR2 activator | TDP2 inh | rCAG binder | HTRA1 inhibitor | MBD2 DNA inh | PRMT1 FP inh
O=C(NC1CC1)c1cc(=O)c2ccccc2o1 is entered as -2 | 1 | 0 | 0 | -1 | 8 | 1 | 9 | 3 | -1
CCOc1ccc(N(CC(=O)N2CCCCC2)S(=O)(=O)c2ccc(Cl)cc2)cc1 is entered as 0 | -1 | 11 | -1 | -2 | 0 | -7 | -7 | 2 | -3
CCOC(=O)c1[nH]c2c(c1C)C(=O)CC(c1ccc(N(C)C)cc1)C2 (centres undefined) is entered as 6 | 5 | 5 | 3 | -4 | 9 | 6 | -8 | -4 | -3

Source: PubChem (several laboratories)
